D2 PAM = positive allosteric modulators of human D2 dopamine receptor | P14416 | HEK293 T-REx D2, calcium flux, EC20 dopamine potentiation | potentiation, % at 10 µM | 340,000 compounds, 0.34% hits | AID 485347;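 active = potentiation over 3 SD above the plate norm, cut at about 30% in these data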; note: 0% is about no effect
Target sequence (P14416 whole entry, looked up): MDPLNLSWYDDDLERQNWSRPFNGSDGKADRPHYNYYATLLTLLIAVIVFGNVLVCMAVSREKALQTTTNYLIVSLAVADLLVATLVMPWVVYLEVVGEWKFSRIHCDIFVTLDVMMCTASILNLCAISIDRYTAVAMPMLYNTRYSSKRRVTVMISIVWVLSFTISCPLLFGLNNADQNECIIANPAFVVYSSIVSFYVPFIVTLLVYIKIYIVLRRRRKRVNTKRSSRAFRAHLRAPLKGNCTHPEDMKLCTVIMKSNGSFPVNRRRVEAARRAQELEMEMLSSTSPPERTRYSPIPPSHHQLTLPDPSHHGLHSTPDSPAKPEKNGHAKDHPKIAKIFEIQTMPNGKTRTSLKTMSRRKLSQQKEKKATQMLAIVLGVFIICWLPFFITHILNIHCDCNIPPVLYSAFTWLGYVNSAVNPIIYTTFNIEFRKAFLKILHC
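Tetracycline-induced Hek293 Trex D2 cells, force-coupled to calcium, loaded with no-wash calcium dye. Compound added with 180 s kinetic read for agonism, then EC20 dopamine and a further 180 s read for potentiation.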
RXFP1 antagonist = RXFP1 (human) relaxin receptor antagonism; 350,000 compounds, 0.59% hits; activity change, negative = inhibition, % at 57.5 µM; AID 1259400; Q9HBX9; HEK293-RXFP1, relaxin-stimulated cAMP HTRF, 30 min; stronger effect = lower value;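 active = activity change of -60% or lower, but not beyond a set lower limit; inconclusive = change between -60% and -40%, or beyond the set limit; inactive = change above -40%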; note: % is set by controls: 0 for no effect and ±100 for the full control effect
D2 ag = agonists of human D2 dopamine receptor. HEK293 T-REx D2 cells, calcium flux agonist mode. AID 485358. activation, % at 2 µM. P14416. 340,000 compounds, 0.53% hits;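 active = activation over 3 SD above normal in the single-dose calcium agonist read, cut at about 30% in these data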; note: 0% is about no effect
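In this primary screen, compounds producing a positive calcium signal within 180 s of addition to tetracycline-induced, force-coupled HEK293 Trex D2 cells are flagged; cells are dye-loaded with a no-wash calcium kit beforehand.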
D2 antag = D2 dopamine receptor (human) antagonism. P14416. HEK293 TREx D2 cells, calcium flux, dopamine EC80. inhibition, % at 10 µM. 340,000 compounds, 2% hits. AID 485344; in the data active = inhibition above about 30%; note: 0% is about no effect
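Overnight-induced (tetracycline, 30 C) HEK293 T-REx cells carrying force-coupled D2 receive a no-wash calcium dye, then compound, then EC80 dopamine at 180 s; signals are read kinetically throughout.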
TRHR enhancer = TRH receptor (human) allosteric enhancement | P34981 | TRHR cells, fluo-8 calcium fluorescence, EC20 TRH enhancement | enhancement, % at 2 µM | 360,000 compounds, 0.66% hits; in the data active = enhancement above about 30%; note: 0% is about no effect
Target sequence (P34981 whole entry, looked up): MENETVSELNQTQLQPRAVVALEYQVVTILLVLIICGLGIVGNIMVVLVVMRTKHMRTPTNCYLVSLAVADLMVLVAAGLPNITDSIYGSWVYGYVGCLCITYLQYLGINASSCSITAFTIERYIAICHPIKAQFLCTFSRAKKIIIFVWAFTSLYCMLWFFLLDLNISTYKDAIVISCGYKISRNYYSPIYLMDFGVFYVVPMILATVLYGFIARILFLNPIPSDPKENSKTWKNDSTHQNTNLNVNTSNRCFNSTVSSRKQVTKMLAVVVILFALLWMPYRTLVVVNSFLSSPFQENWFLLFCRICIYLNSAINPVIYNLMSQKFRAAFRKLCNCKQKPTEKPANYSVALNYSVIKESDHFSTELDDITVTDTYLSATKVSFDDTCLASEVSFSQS
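Enhancer read-out: after compound pinning and an initial kinetic agonist-mode read, an EC20 of TRH (10 nM final) was injected and fluo-8 calcium signal (Ex 480/Em 530) followed at 1 s/cycle for 100 cycles in TRHR-expressing cells.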
D1 potentiator = potentiators of human D1 dopamine receptor; HEK293 TREx D1 cells, calcium flux, dopamine EC20 potentiation; P21728; AID 504651; potentiation, % at 10 µM; 360,000 compounds, 0.036% hits; in the data active = potentiation above about 30%; note: 0% is about no effect
TRHR ag = agonists of human TRH receptor | P34981 | TRHR cells, calcium flux fluo-8, FDSS agonist mode | activation, % at 2 µM | 360,000 compounds, 0.18% hits; note: 0% is about no effect
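In this calcium-flux screen, cells bearing human TRHR are dye-loaded with fluo-8, baselined for 10 cycles, then exposed to library compounds; positive kinetic calcium responses during the agonist phase mark hits, with TRH as control.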
D1 agonist = human D1 receptor agonism. activation, % at 2 µM. HEK293 T-REx D1 cells, calcium flux, agonist mode. 360,000 compounds, 1% hits. P21728; note: 0% is about no effect
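Tetracycline-induced HEK293 TREx D1 cells, force-coupled to calcium signalling, were dye-loaded with a no-wash calcium kit. Compound was pin-added after a 10 s baseline. Fluorescence was read kinetically at 1 cycle/s for 180 s, with calcium rises flagged as agonism.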
D1 antagonist = blocks dopamine activation of the human D1 receptor. P21728. HEK293 TREx D1 cells, calcium flux, dopamine EC80; stronger effect = lower value. activity change, negative = inhibition, % at 10 µM. 360,000 compounds, 3.2% hits. AID 504652; in the data active = activity change below about -30%; note: % is set by controls: 0 for no effect and ±100 for the full control effect
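Tetracycline-induced HEK293 Trex D1 cells, force-coupled to calcium, dye-loaded; compounds added and read 180 s, then EC80 dopamine added and calcium flux tracked kinetically another 180 s.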
The depositor's hits bear a star. Cut-off read from the data, not from the text of the source, unless noted: active = activation above about 30%; inactive = the rest.

Results for CCCC(=O)c1cc2ccccc2oc1=O ?
D2 PAM: -7; RXFP1 antagonist: 4; D2 ag: -0.3; D2 antag: -1; TRHR enhancer: -1; D1 potentiator: 3; TRHR ag: -0.3; D1 agonist: 1; D1 antagonist: -6

What do the screens show for `COc1ccccc1N1CCN(C/C(C)=C/c2ccccc2)CC1`?
D2 PAM: -23; RXFP1 antagonist: -12; D2 ag: 0.1; D2 antag: 74*; TRHR enhancer: 10; D1 potentiator: -4; TRHR ag: -0.1; D1 agonist: 2; D1 antagonist: -23

How did O=C(O)C(=O)/C(=C\c1ccsc1)c1ccc2ccccc2n1 do in these assays?
D2 PAM: -5; RXFP1 antagonist: -36; D2 ag: 12; D2 antag: -19; TRHR enhancer: 2; D1 potentiator: 1; TRHR ag: 1.2; D1 agonist: 10; D1 antagonist: 10

How did Cc1cc(=O)[nH]c(CN2CCOCC2)n1 do in these assays?
D2 PAM: -7; RXFP1 antagonist: 8; D2 ag: 0.6; D2 antag: 4; TRHR enhancer: -6; D1 potentiator: 7; TRHR ag: 1.1; D1 agonist: 1; D1 antagonist: -6

How did O=C(Nc1ccc(Cl)c([N+](=O)[O-])c1)C(Sc1ccccc1)c1ccccc1 (stereo not drawn) do in these assays?
D2 PAM: -3; RXFP1 antagonist: -15; D2 ag: -0.2; D2 antag: -1; TRHR enhancer: -12; D1 potentiator: -11; TRHR ag: -0.3; D1 agonist: 8; D1 antagonist: 9

Results for Cc1ccc(S(=O)(=O)NCc2cccnc2)cc1C ?
D2 PAM: -3; RXFP1 antagonist: 1; D2 ag: -0.9; D2 antag: -2; TRHR enhancer: 1; D1 potentiator: 4; TRHR ag: 2.5; D1 agonist: 3; D1 antagonist: 22

Results for CN(C(=O)c1cccnc1)c1nnc(-c2cccnc2)s1 ?
D2 PAM: 3; RXFP1 antagonist: -5; D2 ag: -0.4; D2 antag: -8; TRHR enhancer: 7; D1 potentiator: -4; TRHR ag: 0.6; D1 agonist: 1; D1 antagonist: -1

What do the screens show for `CCN(c1ccccc1)S(=O)(=O)c1ccc(OC)c(N=N/C(C(=O)Nc2ccccc2)=C(/C)O)c1`?
D2 PAM: -2; RXFP1 antagonist: 12; D2 ag: -0.2; D2 antag: 3; TRHR enhancer: 11; D1 potentiator: -1; TRHR ag: 0.7; D1 agonist: 1; D1 antagonist: 5

What do the screens show for `CCOc1ccccc1Nc1sc(C(=O)c2ccc(Cl)cc2)c(N)c1C(=O)NCCc1ccccc1`?
D2 PAM: -2; RXFP1 antagonist: -20; D2 ag: -0.3; TRHR enhancer: -1; D1 potentiator: 3; TRHR ag: 0.5; D1 agonist: 4; D1 antagonist: -12

How did CNS(=O)(=O)c1cn(CC(=O)N2CCN(c3cccc(Cl)c3)CC2)cc1S(=O)(=O)NC do in these assays?
D2 PAM: -5; RXFP1 antagonist: -14; D2 ag: 1.1; TRHR enhancer: 0; D1 potentiator: 0; TRHR ag: 0.0; D1 agonist: 0; D1 antagonist: -3

How did COc1ccc(CCNC(=O)COC(=O)/C=C/c2cccs2)cc1OC do in these assays?
D2 PAM: -4; RXFP1 antagonist: -9; D2 ag: 2.4; D2 antag: -6; TRHR enhancer: -1; D1 potentiator: 0; TRHR ag: -0.1; D1 agonist: 6; D1 antagonist: 2

Results for COc1ccc(C)cc1-n1ccn(CC(=O)Nc2ccc(Br)cc2F)c(=O)c1=O ?
D2 PAM: 16; RXFP1 antagonist: -11; D2 ag: -1.0; D2 antag: 7; TRHR enhancer: -3; D1 potentiator: -1; TRHR ag: 0.3; D1 agonist: 3; D1 antagonist: 19

What do the screens show for `COc1ccc(NC2CCCN(C(=O)CCN3CCOCC3)C2)cc1` (stereo not drawn)?
D2 PAM: 0; RXFP1 antagonist: -7; D2 ag: -1.8; D2 antag: -19; TRHR enhancer: -1; D1 potentiator: -4; TRHR ag: 0.2; D1 agonist: 3; D1 antagonist: 16

Results for COc1cccc(C(C)NC(=S)NCc2ccc(Cl)cc2)c1 (stereo not drawn) ?
D2 PAM: -2; RXFP1 antagonist: 2; D2 ag: 2.1; D2 antag: 20; TRHR enhancer: -1; D1 potentiator: -1; TRHR ag: 2.0; D1 agonist: 28; D1 antagonist: -2

What do the screens show for `COC(=O)CCn1cnc2onc(-c3cc(F)cc(F)c3)c2c1=O`?
D2 PAM: 3; D2 ag: 0.9; TRHR enhancer: -4; D1 potentiator: -3; TRHR ag: 1.9; D1 agonist: 1; D1 antagonist: -3

How did CNCCOc1ccccc1C(C)(C)C do in these assays?
D2 PAM: -33; RXFP1 antagonist: 5; D2 ag: 1.3; D2 antag: -32; TRHR enhancer: 6; D1 potentiator: -3; TRHR ag: 2.7; D1 agonist: 10; D1 antagonist: -8

How did c1ccc(-c2noc(CSc3nnnn3C3CCCCC3)n2)cc1 do in these assays?
RXFP1 antagonist: -3; TRHR enhancer: 15; D1 potentiator: -6; TRHR ag: -0.7; D1 agonist: 26; D1 antagonist: -26

How did COc1ccc(C(C)(C)C)cc1NC(=O)C1CC=CCC1C(=O)O (stereo not drawn) do in these assays?
D2 PAM: -2; RXFP1 antagonist: -3; D2 ag: -0.8; D2 antag: 10; TRHR enhancer: -4; D1 potentiator: -2; TRHR ag: -0.1; D1 agonist: 2; D1 antagonist: -1

What do the screens show for `CC(C)Oc1cc(NC(=O)CS(=O)CC(=O)Nc2cccc(C(F)(F)F)c2)c(Cl)cc1Cl` (stereo not drawn)?
D2 PAM: -5; RXFP1 antagonist: -37; D2 ag: 0.8; D2 antag: -18; TRHR enhancer: -6; D1 potentiator: -4; TRHR ag: 0.9; D1 agonist: 4; D1 antagonist: -10

How did CCOC(=O)Cc1csc(SCC(=O)Nc2nccs2)n1 do in these assays?
D2 PAM: -8; RXFP1 antagonist: -13; D2 ag: 0.7; D2 antag: -13; TRHR enhancer: 14; D1 potentiator: 6; TRHR ag: -0.1; D1 agonist: 4; D1 antagonist: 3

What do the screens show for `O/N=C1\CC/C(=N\O)c2nn(-c3ccc(Cl)cc3Cl)nc21`?
D2 PAM: 4; RXFP1 antagonist: 5; D2 ag: -0.7; D2 antag: 14; TRHR enhancer: 7; D1 potentiator: -4; TRHR ag: -0.2; D1 agonist: 5; D1 antagonist: -12

What do the screens show for `Cc1ccc(C)c(Cn2nnc3c(=O)[nH]c(C4CCCN(C(=O)C5CCC5)C4)nc32)c1` (stereo not drawn)?
D2 PAM: -7; RXFP1 antagonist: -1; D2 ag: -0.1; D2 antag: 1; TRHR enhancer: -3; D1 potentiator: -1; TRHR ag: -0.8; D1 agonist: 3; D1 antagonist: 4

Results for O=C(CCc1nc2sc3c(c2c(=O)[nH]1)CCCC3)NCCc1ccc(F)cc1 ?
D2 PAM: -4; RXFP1 antagonist: -13; D2 ag: 2.0; D2 antag: -13; TRHR enhancer: 1; D1 potentiator: 7; TRHR ag: 0.5; D1 agonist: 5; D1 antagonist: 3

What do the screens show for `CCC(C)(C(=O)Nc1ccc(OC)cc1)N(C)C(=O)Cn1nnnc1N` (stereo not drawn)?
D2 PAM: 14; RXFP1 antagonist: -7; D2 ag: -2.4; D2 antag: 6; TRHR enhancer: 12; TRHR ag: -1.0; D1 agonist: 5; D1 antagonist: 0

How did Cc1cc(C(=O)OCC(=O)NC2CCS(=O)(=O)C2)c2ccccc2n1 (stereo not drawn) do in these assays?
D2 PAM: -5; RXFP1 antagonist: -3; D2 ag: 0.3; D2 antag: 0; TRHR enhancer: -2; D1 potentiator: 6; TRHR ag: -0.7; D1 agonist: 2; D1 antagonist: 2

How did O=C(Nc1ccc2nc(-c3ccc(Br)o3)[nH]c2c1)c1ccco1 do in these assays?
RXFP1 antagonist: -2; TRHR enhancer: 3; D1 potentiator: -3; TRHR ag: -0.1; D1 agonist: 0; D1 antagonist: -12

How did Cc1ccc(NC(=O)CSc2nc3c(c(=O)[nH]2)CN(Cc2ccc4c(c2)OCO4)CC3)cc1C do in these assays?
D2 PAM: -1; RXFP1 antagonist: -11; D2 ag: 0.9; TRHR enhancer: -1; D1 potentiator: -2; TRHR ag: 0.3; D1 agonist: 2; D1 antagonist: 11

How did CN(C)c1ccc(/C=C/C(O)=C2/C(=O)N(C)C3(C)CC2c2ccccc2O3)cc1 (stereo not drawn) do in these assays?
D2 PAM: -8; D2 ag: 24; D2 antag: 8; TRHR enhancer: -6; D1 potentiator: -5; TRHR ag: 32*; D1 agonist: 69*; D1 antagonist: -24

Results for COc1ccc(NC(=O)Nc2cccs2)cc1Cl ?
D2 PAM: 13; RXFP1 antagonist: -12; D2 ag: 0.5; D2 antag: -2; TRHR enhancer: -4; D1 potentiator: -4; TRHR ag: 0.9; D1 agonist: 14; D1 antagonist: -11

Results for CCC(CC)C(=O)c1c[nH]c(C(=O)N2CCN(c3ccccc3)CC2)c1 ?
D2 PAM: 8; RXFP1 antagonist: -9; D2 ag: 1.2; D2 antag: -7; TRHR enhancer: 3; D1 potentiator: -1; TRHR ag: -0.5; D1 agonist: 2; D1 antagonist: 4

How did CC(C)CN1CCC(=O)N([C@H](CO)c2ccccc2)CC1 do in these assays?
D2 PAM: -23; D2 ag: 0.6; D2 antag: 8; TRHR enhancer: 1; D1 potentiator: -3; TRHR ag: 0.1; D1 agonist: 5; D1 antagonist: -1

How did CCCS(=O)(=O)N1CCCC(c2nc(-c3ccc(OC)cc3)no2)C1 (stereo not drawn) do in these assays?
D2 PAM: -12; RXFP1 antagonist: -1; D2 ag: 0.3; D2 antag: 0; TRHR enhancer: 6; D1 potentiator: 1; TRHR ag: -0.5; D1 agonist: 3; D1 antagonist: -9

How did O=C(CSc1n[nH]c(-c2ccccc2)n1)Nc1ccccc1O do in these assays?
D2 PAM: 7; RXFP1 antagonist: -5; D2 ag: -0.9; D2 antag: -4; TRHR enhancer: 2; D1 potentiator: -1; TRHR ag: 0.4; D1 agonist: 5; D1 antagonist: -5

What do the screens show for `CN(c1ccc(C(=O)Nc2ccc(Cl)cn2)cc1)S(=O)(=O)c1ccccc1`?
D2 PAM: -13; RXFP1 antagonist: 2; D2 ag: -0.4; D2 antag: 14; TRHR enhancer: -4; D1 potentiator: -4; TRHR ag: 0.3; D1 agonist: 4; D1 antagonist: -26

Results for CN(Cc1ccco1)C(=O)c1ccc2c(c1)N(Cc1ccccc1F)C(=O)c1ccccc1S2 ?
D2 PAM: 5; RXFP1 antagonist: inconclusive; D2 ag: -0.8; TRHR enhancer: -1; D1 potentiator: -6; TRHR ag: -1.3; D1 agonist: 12; D1 antagonist: -2

Of the compounds above, these contain a furan ring, fused or not.
How did O=C(Nc1ccc2nc(-c3ccc(Br)o3)[nH]c2c1)c1ccco1 do in these assays?
RXFP1 antagonist: -2; TRHR enhancer: 3; D1 potentiator: -3; TRHR ag: -0.1; D1 agonist: 0; D1 antagonist: -12

Results for CN(Cc1ccco1)C(=O)c1ccc2c(c1)N(Cc1ccccc1F)C(=O)c1ccccc1S2 ?
D2 PAM: 5; RXFP1 antagonist: inconclusive; D2 ag: -0.8; TRHR enhancer: -1; D1 potentiator: -6; TRHR ag: -1.3; D1 agonist: 12; D1 antagonist: -2

Bioassay records from PubChem.
